Screening data deposited in PubChem by NMMLSC.
RGS7-Gao: modulates binding of RGS7 to human Galphao; P09471; Multiplexed bead flow cytometry; actives lie on both sides; binding response (% of control), % at 10 µM; 220,000 compounds, 0.35% hits; AID 1439; in the data active = binding response below about 49% or above about 150%; inconclusive = no clear call, values can overlap the other calls; inactive = in between;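 also: fluorescent Galphao held in activated GDP-AlF4 state binding bead-coupled RGS7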
Target sequence (P09471 whole entry, looked up): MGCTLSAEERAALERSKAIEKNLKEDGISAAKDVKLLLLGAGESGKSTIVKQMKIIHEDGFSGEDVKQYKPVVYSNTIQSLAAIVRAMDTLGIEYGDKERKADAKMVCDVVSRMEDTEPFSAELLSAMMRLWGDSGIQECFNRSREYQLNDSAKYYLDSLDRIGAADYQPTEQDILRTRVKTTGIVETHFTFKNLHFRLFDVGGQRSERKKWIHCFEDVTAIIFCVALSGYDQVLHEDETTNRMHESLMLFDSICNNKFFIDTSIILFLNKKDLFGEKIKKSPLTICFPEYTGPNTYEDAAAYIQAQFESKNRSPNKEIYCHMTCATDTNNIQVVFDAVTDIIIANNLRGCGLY
Bim-Bcl-W: human Bim-Bcl-W interaction inhibition; Q92843; 190,000 compounds, 0.02% hits; inhibition, % at 10 µM; AID 952; bead-based flow cytometry, Bim peptide-Bcl-W binding;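 also: 0% = bound tracer without compound and 100% = peptide blocker; higher means less fluorescent Bim peptide bound to Bcl-W beads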
GSH bead fluor: compound fluoresces at 488/530 nm on GSH beads; 190,000 compounds, 0.25% hits; fluorescence (KMESF) at 10 µM; AID 1776; GSH beads flow cytometry, compound fluorescence 488/530 nm; active compounds read high; in the data active = fluorescence above about 89;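 also: glutathione beads carrying GST-tagged Bcl family fusion proteins plus one bare bead set; values are compound well signal with DMSO vehicle wells as background; inactives centre near 16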
Bcl-B Bim block: disrupts Bim peptide binding to human Bcl-B. bead-based flow cytometry. inhibition, % at 10 µM. 190,000 compounds, 0.073% hits. AID 951;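 also: 0% = tracer peptide without compound and 100% = reference inhibitor peptide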
Target sequence (Q9HD36 whole entry, looked up): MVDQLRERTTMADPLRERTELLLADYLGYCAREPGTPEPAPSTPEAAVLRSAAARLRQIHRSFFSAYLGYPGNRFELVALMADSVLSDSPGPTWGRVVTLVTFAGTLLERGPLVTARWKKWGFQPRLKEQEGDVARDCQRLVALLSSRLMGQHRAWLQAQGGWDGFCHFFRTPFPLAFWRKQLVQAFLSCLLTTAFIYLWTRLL
Bim-Bcl-2: inhibitors of Bim-Bcl-2 interaction, human | 190,000 compounds, 0.06% hits | AID 950 | Bead-based flow cytometry, Bim peptide-Bcl-2 binding | P10415 | inhibition, % at 10 µM; in the data active = inhibition above about 40%; inconclusive = no clear call, values can overlap the other calls;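 also: 0% = no compound wells with probe peptide and 100% = reference peptide inhibitor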
Target sequence (P10415 whole entry, looked up): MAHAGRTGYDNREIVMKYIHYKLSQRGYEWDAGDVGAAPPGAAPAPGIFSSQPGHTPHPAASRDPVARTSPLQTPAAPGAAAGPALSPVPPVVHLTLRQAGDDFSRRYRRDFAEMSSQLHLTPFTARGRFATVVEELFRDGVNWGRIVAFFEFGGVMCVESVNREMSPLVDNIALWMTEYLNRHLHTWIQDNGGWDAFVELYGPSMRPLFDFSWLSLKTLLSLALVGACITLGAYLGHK
Bim-Bcl-XL: disrupts Bim peptide binding to human Bcl-XL | Q07817 | bead flow cytometry, fluorescence | inhibition, % at 10 µM | 190,000 compounds, 0.04% hits | AID 1007
Target sequence (Q07817 whole entry, looked up): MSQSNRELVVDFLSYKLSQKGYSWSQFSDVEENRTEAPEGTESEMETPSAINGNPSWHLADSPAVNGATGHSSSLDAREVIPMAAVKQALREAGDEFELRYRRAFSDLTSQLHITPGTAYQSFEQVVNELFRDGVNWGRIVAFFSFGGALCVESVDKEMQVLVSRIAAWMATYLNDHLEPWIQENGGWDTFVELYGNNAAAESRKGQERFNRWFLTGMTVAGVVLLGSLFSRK
RGS8-Gao: human RGS8-Galphao interaction regulation. 220,000 compounds, 0.34% hits. multiplexed bead flow cytometry, RGS8-Galphao binding; actives lie on both sides. AID 1423. response (percent of control binding), % at 10 µM. P09471; in the data active = response below about 60% or above about 140%; inactive = in between;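 also: Galphao activated as the GDP aluminium fluoride complex binding bead-coupled RGS8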
Bfl-1 Bim block: disrupts Bim binding to human Bfl-1; Bead-based flow cytometry, Bim-Bfl-1 binding inhibition; inhibition, % at 10 µM; 190,000 compounds, 0.12% hits; AID 1008;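 also: 0% = wells without compound plus tracer and 100% = blocker peptide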
RGS4-Gao reg: modulates binding of RGS4 to human Galphao; P09471; Multiplexed bead flow cytometry; actives lie on both sides; binding response (% of control), % at 10 µM; 220,000 compounds, 0.33% hits; AID 1415; in the data active = binding response below about 49% or above about 150%; inactive = in between;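 also: fluorescent Galphao activated with aluminum fluoride binding bead-coupled RGS4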
ABCB1 block: blocks JC-1 efflux by human ABCB1 transporter. P08183. CCRF-Adr cells, flow cytometry. inhibition, % at 6.6 µM. 190,000 compounds, 0.067% hits; in the data active = inhibition above about 40%;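 also: 0% = vehicle and 100% = reference inhibitor; higher value means more JC-1 retained so stronger ABCB1 efflux block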
ABCG2 inh: human ABCG2 inhibition, ABCB1 as counter-screen; Q9UNQ0; IgMXP3 cells, JC-1 efflux, flow cytometry; inhibition, % at 6.6 µM; 190,000 compounds, 0.1% hits; AID 1325;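 active = inhibition above 80%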;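 also: 0% = DMSO and 100% = nicardipine control wells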
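Test system: IgMXP3 (ABCG2) plus far-red-tagged CCRF-Adr (ABCB1) cells / Amount: 3 million cells/mL in well / Reagent: JC-1 transporter substrate / Timing: 10 min compound exposure, 25 °C / Signal: flow cytometry, 530 nm JC-1 signal / Read-out: percent efflux inhibition, scaled nicardipine 100% to DMSO 0% / Benchmarks: nicardipine as high control, DMSO as low control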
* hit, by the source's call; ? = inconclusive; · = no result given; [ ] = remark or other dose. Rule as the data show it, unless noted: active = inhibition above about 40%.

Order of results – RGS7-Gao	Bim-Bcl-W	GSH bead fluor	Bcl-B Bim block	Bim-Bcl-2	Bim-Bcl-XL	RGS8-Gao	Bfl-1 Bim block	RGS4-Gao reg	ABCB1 block	ABCG2 inh
COc1ccc(C(=O)CSc2nnc(C3CC3)n2N)cc1
 : 102.4	1.0	10	-2.0	-7.0	0.0	100.2	-14.0	99.4	0.6	5.1
CCN(CC)S(=O)(=O)c1cc(F)ccc1OC
 : 96.2	0.0	18	-3.0	4.0	-2.0	89.5	1.0	94.7	0.4	1.5
Cc1cn2nc(N)c3ccccc3c2n1
 : 103.0	-1.0	22	1.0	-2.0	-2.0	102.4	-9.0	106.9	0.3	3.1
C=CCn1c(SCC(=O)Nc2cc(NC(C)=O)ccc2OC)nnc1-c1cccnc1
 : 101.2	0.0	42	-8.0	-6.0	-20.0	97.8	-8.0	100.8	0.4	1.7
O=C(O)CC(SCC(=O)Nc1ccccc1)C(=O)O (stereo not drawn)
 : 97.2	-5.0	26	-5.0	-3.0	-2.0	100.5	-5.0	99.0	2.4	6.5
CN1CCN(C2=C(Cl)C(=O)N(c3ccc(Cl)c(Cl)c3)C2=O)CC1
 : 104.3	0.0	24	-1.0	-6.0	5.0	106.5	-11.0	106.7	1.1	4.5
COc1cccc(-c2csc(N3CCN(C(=S)Nc4cccc(C)c4)CC3)n2)c1
 : 102.5	-4.0	10	-10.0	-5.0	-5.0	102.8	-2.0	105.2	0.3	2.6
N#CCSc1nc2ccccc2c(=O)n1CCC(=O)NC1CCCCC1
 : 97.8	1.0	14	1.0	0.0	-8.0	101.4	-1.0	100.9	0.4	2.0
O=C(NCc1ccco1)c1nc2nc(-c3cccs3)cc(C(F)(F)F)n2n1
 : 97.1	-1.0	13	0.0	-1.0	-1.0	97.2	4.0	92.5	1.1	9.7
N#CCCN1CCN(Cn2c3ccccc3c3ccccc32)CC1
 : 102.8	-1.0	48	-9.0	-5.0	-3.0	106.1	-12.0	102.7	0.3	0.6
Cc1ccc(S(=O)(=O)N2CCCCC2)cc1NC(=O)CSc1ncnc2ccccc12
 : 94.7	0.0	6	-4.0	0.0	-2.0	102.9	-1.0	95.0	0.8	0.6
COc1ccccc1-c1n[nH]c(=S)o1
 : 98.5	-1.0	23	-9.0	-6.0	-6.0	99.0	-10.0	98.5	0.7	3.2
Cc1ccc(-c2nnc(-c3cccs3)o2)cc1
 : 110.0	-1.0	17	-7.0	-8.0	-4.0	103.1	-13.0	105.1	0.2	1.0
Cc1ccc2cc(CCNC(=O)c3ccc(C)c([N+](=O)[O-])c3)c(=O)[nH]c2c1
 : 95.7	-5.0	9	-8.0	-5.0	-12.0	96.8	-3.0	94.1	1.0	3.7
O=C(O)C1CCN(C(=O)COc2ccc(Br)cc2)CC1
 : ?	2.0	12	1.0	-3.0	0.0	106.6	-1.0	106.7	0.4	1.3
O=c1[nH]n(-c2ccc(Cl)cc2)c(=O)c(Cl)c1Cl
 : 99.4	-2.0	12	-18.0	5.0	-6.0	101.0	19.0	100.8	0.3	1.3
COc1cccc(-n2c(SCC#N)nnc2-c2cnccn2)c1
 : 112.5	-1.0	247*	-5.0	-1.0	-21.0	100.7	-3.0	112.2	-0.3	-0.5
COc1cc(-c2ccccc2)nc(N)n1
 : 105.1	0.0	9	-1.0	0.0	0.0	107.7	-2.0	107.6	0.6	4.8
COC(=O)c1cc2occc2n1Cc1ccc(Cl)cc1
 : 99.9	0.0	30	-8.0	-11.0	-7.0	101.1	-13.0	102.8	-0.2	-0.9
CC(C)C(NC(=O)C(NC(=O)C1O[C@@H]2OC(C)(C)O[C@@H]2[C@H]2OC(C)(C)O[C@@H]12)C(C)C)C(=O)O (stereo partly drawn)
 : 101.4	-3.0	13	-4.0	-2.0	-2.0	101.7	-3.0	99.7	0.4	0.6
Cc1c(NC(=O)CSc2nnc(COc3ccccc3)n2-c2ccccc2)c(=O)n(-c2ccccc2)n1C
 : 170.6*[activator]	-2.0	13	-2.0	-4.0	-5.0	100.7	-4.0	114.2	0.3	1.1
CC1CN(Cc2ccccc2)C(C)CC1O (stereo not drawn)
 : 101.0	-1.0	24	-1.0	0.0	-1.0	103.1	-2.0	103.7	0.9	1.5
Cc1oc(-c2ccccc2)nc1C(=O)OCC(=O)NC(=O)NCC(C)C
 : 102.3	0.0	26	-6.0	-4.0	0.0	102.1	-11.0	102.2	0.1	1.2
C#CCNC(=O)C1=C[C@H](c2ccc(Br)cc2)C[C@H](OCCCCO)O1
 : 86.0	-2.0	17	2.0	3.0	0.0	96.0	3.0	83.4	0.2	4.1
O=S(=O)(c1ccc(Cl)nc1)N1CCCc2ccccc21
 : 97.4	-4.0	19	-10.0	-13.0	-10.0	99.9	-14.0	97.2	0.0	-0.4
O=C(Nc1nc(-c2ccccn2)cs1)c1ncc(Cl)c(Cl)c1Cl
 : 84.1	-2.0	31	0.0	-1.0	0.0	84.8	1.0	80.2	-6.5	-0.5
COc1ncnc2c1oc1ccccc12
 : 112.3	-1.0	11	0.0	-1.0	2.0	118.2	-2.0	104.7	0.3	6.5
O=C(c1ccco1)N1CCN(c2cc(=O)n(-c3ccc(Cl)cc3)c(=O)[nH]2)CC1
 : 95.6	2.0	17	6.0	10.0	0.0	94.2	5.0	96.5	0.3	1.3
O=C(c1ccc(COc2ccccc2Cl)o1)N1CCCC1
 : 96.4	0.0	26	-6.0	-6.0	-6.0	98.7	-9.0	98.2	0.5	4.2
Cn1c(=O)c(=O)n(C)c2cc(S(=O)(=O)N3CCOCC3)ccc21
 : 100.7	-1.0	24	-8.0	-3.0	-5.0	98.1	-2.0	99.2	-0.1	-0.6
CC(C)c1ccccc1NC(=O)CCCC(=O)O
 : 99.0	-6.0	28	-13.0	-18.0	-11.0	100.2	-20.0	100.3	0.1	3.7
Nc1nc(COc2ccc(Cl)cc2)cs1
 : ?	-4.0	16	-9.0	-4.0	-3.0	109.5	-5.0	110.9	0.1	2.7
O=C(CSCc1ccccc1)Nc1cccc(F)c1
 : 104.6	-4.0	15	-5.0	-3.0	-7.0	100.7	-10.0	101.2	-0.8	3.1
CCOC(=O)C/C(N)=N/N(C)c1ncc(C(F)(F)F)cc1Cl
 : 100.1	-1.0	14	-5.0	-1.0	-2.0	96.7	-2.0	91.8	0.3	0.2
CCN(CC)S(=O)(=O)c1cc(C(=O)NC2=NCCS2)ccc1Cl
 : 92.9	-3.0	4	-3.0	-7.0	0.0	97.3	-4.0	94.4	0.0	1.4
Cc1ccc(CNc2ccc3nnc(-c4ccccc4)n3n2)cc1
 : 93.5	-12.0	11	-7.0	-5.0	-8.0	95.2	-3.0	94.6	1.1	15.4
O=C(NCCc1ccccc1)C(=O)Nc1nccs1
 : 102.0	0.0	18	0.0	0.0	0.0	108.5	-3.0	102.0	-0.1	1.9
O=C(/C=C/c1ccccc1)NC(NC(=S)Nc1ccc(Cl)cc1Cl)C(Cl)(Cl)Cl (stereo not drawn)
 : 99.6	-7.0	18	-11.0	-10.0	-7.0	98.7	-12.0	100.1	-1.6	-6.2
O=C1C2CCCN2C(=O)N1CCN1CCN(c2ccccc2)CC1 (stereo not drawn)
 : 103.7	-4.0	4	-2.0	1.0	-7.0	104.4	0.0	106.2	0.7	4.0
CCCCn1c(SCC(=O)c2ccc(OCC)cc2)nc2cc(S(N)(=O)=O)ccc21
 : 99.6	1.0	16	-7.0	-4.0	-2.0	99.2	-11.0	97.0	0.0	0.3
Cc1cccc(Nc2nc3ccccc3s2)c1C
 : 101.3	-1.0	15	-3.0	-6.0	-2.0	103.8	-14.0	100.9	0.1	6.7
O=C(NCCc1c[nH]c2ccccc12)C1CCN(S(=O)(=O)c2ccccc2F)CC1
 : 101.0	-2.0	21	-2.0	-3.0	-1.0	101.5	-2.0	105.5	-0.4	0.2
CC(C)CN(C(=O)COC(=O)c1ccc2c(c1)NC(=O)CS2)C1CCS(=O)(=O)C1 (stereo not drawn)
 : 108.4	1.0	17	-9.0	-1.0	-2.0	100.8	-5.0	100.8	·	·
CC(C)=CC(=O)OCC(=O)Nc1cc(C)ccc1C
 : ?	-1.0	15	-8.0	-11.0	0.0	105.2	-5.0	106.9	0.8	17.3
Cc1ccccc1-n1nc(C(=O)O)cc1-c1ccccc1
 : 101.3	-1.0	11	-6.0	-4.0	-5.0	94.6	-2.0	99.0	0.3	1.1
CCOC(=O)N1CCN(C(=O)CCCn2c(=S)[nH]c3ccc(Br)cc3c2=O)CC1
 : 101.9	-3.0	26	-11.0	-9.0	-7.0	99.8	-15.0	97.1	2.2	36.7
O=c1c2cc(Br)ccc2[nH]c(=S)n1Cc1cccnc1
 : 87.8	0.0	51	0.0	-1.0	-1.0	95.7	-1.0	91.4	-0.2	2.5
Cc1ccc(N=Cc2c(O)n(-c3nccs3)c(=O)c3ccccc23)c(C)c1
 : 100.2	-6.0	15	-13.0	-7.0	-9.0	99.3	-13.0	97.7	0.0	1.1
Cc1cc(NC(=O)c2ccc(Cl)cc2)no1
 : 96.2	-2.0	24	-8.0	-9.0	-3.0	98.2	-12.0	96.5	-0.3	1.3
CC(=O)c1cc(C#N)c(N(C)Cc2ccccc2)nc1C
 : 92.8	0.0	12	-3.0	2.0	0.0	97.3	-4.0	97.9	1.4	10.3
CCOc1ccccc1N(C(=O)Nc1cccc(Cl)c1)C1=NC(C)CS1 (stereo not drawn)
 : 103.4	-1.0	5	-1.0	-2.0	-4.0	103.4	0.0	105.5	0.3	6.9
CCOc1ccc(S(=O)(=O)/N=C(/c2ccccc2)N(C)C)cc1
 : 98.0	0.0	11	-2.0	-1.0	-2.0	103.2	-6.0	100.7	-0.6	-0.6
Cc1cc(C(=O)COC(=O)C2CCN(C(=O)c3ccc(Cl)cc3)CC2)c(C)n1CC1CCCO1 (stereo not drawn)
 : ?	-4.0	18	-4.0	-8.0	-4.0	99.4	-8.0	97.9	1.0	0.8
O=C(NCc1ccc2c(c1)OCO2)C1CC(c2ccc(Cl)c(Cl)c2)=NO1 (stereo not drawn)
 : 100.1	-2.0	11	-3.0	-4.0	-2.0	102.7	-2.0	100.9	0.5	3.7
O=C(Nc1ccnc(-c2cccnc2)n1)c1ccccc1Cl
 : 101.5	-4.0	26	1.0	-4.0	-1.0	100.8	-4.0	101.7	0.6	7.9
CC(=O)c1c(C)n([O-])c2ccc(C)cc2[n+]1=O
 : 102.6	-1.0	40	-8.0	-11.0	4.0	99.2	-13.0	102.2	0.3	1.3
CCc1cc2c(=O)[nH]c(Cc3ccc(OC)cc3)nc2s1
 : 87.2	3.0	9	4.0	1.0	3.0	76.4	4.0	88.5	5.5	12.6
COc1ccc2c(c1)Sc1ccccc1N2CCN(C)C
 : 114.1	-3.0	30	-9.0	-8.0	-5.0	112.5	-12.0	111.2	-0.1	-0.6
